Screening results (PubChem BioAssay)
SENP1 FRET inh: SENP1 (human) catalytic domain inhibition. Q9P0U3. recombinant SENP1 catalytic domain, CyPet-SUMO1-YPet FRET cleavage. inhibition, % at 10 µM. 360,000 tested, 0.21% active;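 active = inhibition at least 30% at 10 µM, raw YFP signal under a set limit, fluorescence ratio 0.5 to 1.5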;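 also: 0% = enzyme with DMSO and 100% = no enzyme wells; some results filed as inactive read as strong as hits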
Target sequence (Q9P0U3 419-644 limits assumed): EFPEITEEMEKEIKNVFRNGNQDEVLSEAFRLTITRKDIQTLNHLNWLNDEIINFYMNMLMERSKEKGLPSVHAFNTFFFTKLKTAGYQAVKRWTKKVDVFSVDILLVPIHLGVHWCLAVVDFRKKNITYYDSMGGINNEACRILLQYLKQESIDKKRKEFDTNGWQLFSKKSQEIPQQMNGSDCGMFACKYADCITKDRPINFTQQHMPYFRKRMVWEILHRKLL
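system = hSENP1 catalytic domain, recombinant | reagent = SFCypet-SUMO1-SFYpet substrate at 25 nM | doses = one dose per compound, 10 µM, 0.5% DMSO | incubation = enzyme reaction for 50 min at room temperature, dark | measured by = FRET, CFP and YFP emission | controls = no-enzyme low, enzyme-DMSO high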
* marks the source's active call; other numbers are inactive results. These rows are one share of the data. The share of hits here may be higher or lower than overall.

SMILES	SENP1 FRET inh
CC(NC(=O)CSc1ccc(S(=O)(=O)N2CCOCC2)cn1)c1ccc(Cl)cc1Cl (stereo not given)	0
CCOC(=O)[C@@H](NC(=O)/C=C/[C@H]1O[C@@H](n2ccc(=O)[nH]c2=O)[C@H](O)[C@@H]1O)C(C)C	-2
Cc1nccn1-c1ccc(NC(=O)[C@H]2O[C@@H](n3ccc(N)nc3=O)[C@H](O)[C@@H]2O)cc1	-1
CCCC(=O)N1CCCC1(C)C(=O)Nc1ccc(C)c(C)c1 (stereo not given)	2
NC(=O)c1ccc(Nc2nc(C(N)c3ccccc3Cl)cs2)cc1 (stereo not given)	0
CCCCc1c(-c2ccccc2OC)ncn1CCc1cccc(F)c1	1
CCOc1ccc2c(c1)c1nnc(SCC(=O)N3CCC(C)CC3)nc1n2C	2
CCc1nc2ccc(C(=O)N(C)Cc3ccco3)cn2c1N(CC)Cc1cccc(Br)c1	-4
Cn1c(NCC2CCCCC2)nc2cc(-c3ccsc3)sc2c1=O	-1
COC(=O)C1(C(=O)OC)C2C(=O)C3C(C21)C3(C(=O)OC(C)(C)C)C(=O)OC(C)(C)C (stereo not given)	0
CCCCCC(=O)N1C[C@H](n2cc(-c3ccc(F)cc3)nn2)[C@@H](O)C[C@@H]1c1ccc(C)cc1	-4
COC(=O)[C@@]12C[C@@H](CC(=O)NCc3cccc(C(F)(F)F)c3)C(=O)N(Cc3ccc4c(c3)OCO4)C1=CCC(C)(C)C2	5
O=C1CCC(C(=O)N(CCO)Cc2ccccc2)CN1CCc1cccc(F)c1 (stereo not given)	5
CCOC(=O)c1c(C)[nH]c(C(=O)OC(C)C(=O)NC2(C#N)CCCCC2)c1C (stereo not given)	0
CCNC(=O)C1(C)CCN(C(=O)c2cc(F)cc(F)c2)C1 (stereo not given)	1
CC(=O)c1cccc(Nc2ccc(Br)cc2)c1	2
O=C(NC1CCCC1)C1c2ccccc2OCC(=O)N1Cc1ccccn1 (stereo not given)	-2
Fc1ccc(-c2nnc3ccccn23)cc1	0
S=c1[nH]nc(NC2CCCCC2)s1	-2
O=C(CC1CC1)N[C@@H]1CC[C@@H](CCNS(=O)(=O)c2ccc(F)cc2)O[C@@H]1CO	2
C[C@@H]1O[C@H](C2CCCC2)Cc2[nH]c(=S)[nH]c(=O)c21	-3
CNc1cncc(-c2cnn(CC(C)C)c2)n1	-11
COC(=O)c1ccc(NC(=O)CN2CCC(NC(=O)c3ccccc3F)CC2)cc1	0
CC(=O)Nc1ccc(-c2ccnc3c2CC(C(=O)Nc2cccc(OC(F)(F)F)c2)O3)cc1 (stereo not given)	-1
Cc1c2ccccc2nc2c(F)c(NC(C)C)c(F)c(F)c12	-25
Next part
SMILES	SENP1 FRET inh
OCC1OC(n2cnc3c(NCc4ccccc4O)ncnc32)C(O)C1O (stereo not given)	2
Cc1ccc(S(=O)(=O)Nc2ccc3c(c2)C(=O)c2ccccc2-3)cc1	5
C[C@@H]1CN([C@H](C)CO)C(=O)CCCn2nncc2CO[C@H]1CN(C)Cc1cccnc1	2
COc1ccc(C(C(=O)NC(C)(C)C)n2c(-c3ccc(-c4ccccc4)cc3)nc3ccccc32)cc1 (stereo not given)	1
Cc1cc(C)cc(CC(=O)N2CCC2(C)C(=O)NS(=O)(=O)c2ccc(Cl)s2)c1 (stereo not given)	2
CN(C)CCCNc1nc2cc(-c3cnn(C)c3)sc2c(=O)n1C	-2
Cc1ccc(C(O)c2ncc(-c3ccccc3Cl)[nH]2)cc1F (stereo not given)	1
COc1ccc(NC(=O)c2cc(S(=O)(=O)N3CCCCC3)ccc2C)cc1S(=O)(=O)N1CCOCC1	2
CCc1nc2c(OCc3cccc(OC)c3)cccn2c1N(C)C(=O)C(C)C	-1
COc1ccc(OCCN2CCC(C(=O)NC(c3ccc(Cl)cc3)c3cccnc3)CC2)cc1 (stereo not given)	-1
Cc1[nH]c(C)c2c(=O)n(Cc3ccccc3Cl)ncc12	2
CN(C)CC1CCC/C(=C\c2ccc(OC(=O)c3ccc(Cl)cc3)cc2)C1=O (stereo not given)	3
Cc1cccc(S(=O)(=O)N(C)C[C@H]2OCc3cn(nn3)CCCC(=O)N([C@H](C)CO)C[C@@H]2C)c1	0
O=C(O)C1CCN(S(=O)(=O)c2ccc3[nH]ccc3c2)CC1	-2
O=C(NCc1ccccc1)C1C(=O)Nc2ccccc2C(=O)N1Cc1ccccc1 (stereo not given)	3
Cc1cccnc1C(NC(=O)C1CCN(Cc2ccccc2)CC1)c1ccc(F)cc1 (stereo not given)	0
O=S(=O)(Nc1ccc(C(O)(C(F)(F)F)C(F)(F)F)cc1)c1ccc(Cl)c2nonc12	-1
CC(=O)CC1N(S(=O)(=O)c2ccc(C)cc2)c2ccccc2N1S(=O)(=O)c1ccc(C)cc1	-2
COC(=O)C[C@H]1C=C[C@H](NC(=O)c2ccc(F)cc2)[C@@H](CO)O1	1
Cn1c(=O)c2c(-c3ccccc3)n(-c3ccc(N)cc3)cc2n(C)c1=O	45*
O=C(Nc1c(-c2ccccc2)[nH][nH]c1=O)c1ccco1	1
CCCCCCn1c(=O)n2n(c1=O)[C@@H]1CN(S(=O)(=O)c3ccc(C)cc3)C[C@]1(O)[C@@H](OC(=O)NC1CC1)C2	1
O=C1NC[C@H](Cc2ccccc2)N(C[C@@H]2CCCN2C[C@H](Cc2ccccc2)N2C[C@H](Cc3ccccc3)N(CCc3ccccc3)C(=O)C2=O)C1=O	1
O=C(NNCc1ccccc1)c1ccccc1	-2
CCOc1ccccc1CN(Cc1ccco1)S(=O)(=O)c1ccc(-n2cnnn2)c(OC)c1	1
Further results.
SMILES	SENP1 FRET inh
c1ccc2c(c1)OC1OC2Oc2ccccc21	0
COc1ccc(CCN2CC(C(=O)NCc3ccon3)CCC2=O)cc1 (stereo not given)	1
Cc1cc(C2=NNC(=NC3CC3)SC2)c(C)n1Cc1ccco1	-3
CCCS(=O)(=O)NC(=O)C1(C)CCN(C(=O)c2ccc(OC)cc2)C1 (stereo not given)	2
NC(c1csc(Nc2ccc(C(=O)c3ccccc3)cc2)n1)C1CCCCC1 (stereo not given)	-7
COC(=O)c1ccc(Cn2c(C)c(C(=O)NCc3cccs3)sc2=O)o1	2
COC(=O)[C@@]1(Sc2ccc(OC)cc2)CC(=O)N[C@@H]1c1ccccc1	5
O=c1[nH]nc2c3ccccc3occ1-2	4
CCc1nc2ccc(C(=O)NCCN3CCNC3=O)cn2c1N(C)Cc1ccc(OC)cc1	-5
C[C@@H]1CN([C@H](C)CO)C(=O)c2c(c3ccccc3n2C)-c2ccccc2CO[C@@H]1CN(C)S(=O)(=O)c1cccs1	-1
CC(C)Cn1c(N)c(C(=O)CSc2nnnn2-c2ccc(Cl)cc2)c(=O)n(C)c1=O	-4
CN(C)c1ccc(C=c2c3cc([N+](=O)[O-])ccc3n3c2cc(-c2ccccc2)[n+]3C)cc1	9
COc1cccc(-c2nc3nc(C)cc(C)n3c2NCc2ccccc2)c1	-5
O=C(NC1CCCCC1)C(c1cccnc1)N(C(=O)CCl)c1ccc(F)cc1 (stereo not given)	2
ON=C1C2CC=C(c3ccccc3)C1CCC2 (stereo not given)	0
CCN(Cc1ccccc1)C(=O)c1cccs1	1
C(=C1c2ccccc2-c2ccccc21)c1ccncc1	2
CC(C)(C)c1ccc(C(=O)N2CCC2(C)C(=O)NS(=O)(=O)c2ccccc2Cl)cc1 (stereo not given)	2
Cc1ccccc1-c1cnc(C(O)c2ccccc2)[nH]1 (stereo not given)	0
Cc1ccc(S(=O)(=O)NC(=O)C2(C)CCN2C(=O)c2ccccc2)cc1 (stereo not given)	1
C[C@H]1CN([C@@H](C)CO)C(=O)CCCn2cc(nn2)CO[C@@H]1CN(C)C(=O)c1ccncc1	0
CC(C)(C)N1C(=O)c2ccccc2NC(=O)C1C(=O)NCCOc1ccccc1 (stereo not given)	2
O=C1NC(=O)C2(N1)C(=O)c1cccc3cccc2c13 (stereo not given)	79
Cc1ccc(S(=O)(=O)N2CCC3CC2c2cc(Cl)ccc23)cc1 (stereo not given)	3
C[C@@H]1CN([C@H](C)CO)C(=O)c2cc(Br)cnc2O[C@@H]1CN(C)C(=O)CC1CC1	3
Other results:
SMILES	SENP1 FRET inh
CC(=O)Nc1cc(-c2cccc(F)c2)cn2c(-c3ccccc3)cnc12	-14
CCCCCNC(=O)C(c1ccc(-c2ccccc2)cc1)n1c(=O)c(-c2ccccc2)nc2ccccc21 (stereo not given)	-3
CN1C2C=CC(=O)C1C1C(=O)N(c3ccccc3)C(=O)C12 (stereo not given)	0
Cc1noc(C)c1-c1ccc(C(=O)NCc2cccs2)c2occc12	-2
O=C(OCc1cn([C@@H]2CN(CC3CCCCC3)[C@@H](c3ccc(Cl)cc3)C[C@H]2O)nn1)c1ccccc1	0
COc1cccc(CN(C)C(=O)c2cccc(S(=O)(=O)N3CCN(c4ccccc4)CC3)c2)c1OC	-1
Fc1cccc(Cc2c(-c3ccco3)nc3c(Cl)cc(C(F)(F)F)cn23)c1	-4
COc1cccc(C(O)c2ncc(-c3ccccc3Cl)[nH]2)c1 (stereo not given)	1
CCC(=NNS(=O)(=O)c1ccc(C)cc1)c1ccccc1	1
O=C(Nc1ccc(Cl)cc1)C1Cc2c(-c3cccc(F)c3)ccnc2O1 (stereo not given)	2
Nc1ccc2c(c1)C(=Cc1cccnc1)c1ccccc1-2	4
COC(=O)C(Cc1c[nH]c2ccccc12)NC(=O)CCNC(=O)c1ccco1 (stereo not given)	2
O=C(c1ccc2c(c1)OCO2)N(Cc1cccs1)C1(C(=O)NC2CCCCC2)CCCCC1	2
C[C@@H]1Cn2cnc(C(=O)Nc3ccc(CNC(=O)OC(C)(C)C)cc3)c2C(=O)N1	2
C[C@@H](NC(=O)[C@@H]1CCCN1C(=O)[C@@H]1CCCN1C(=O)c1ccc(Cl)cc1)c1ccccc1	1
Brc1ccc2nc(-c3ccco3)c(CC3CCCCC3)n2c1	-13
CCc1nc2ccc(C(=O)Nc3ccc(OC)c(OC)c3)cn2c1N(C)CCC(C)C	-2
O=c1ccc(-c2ccccc2)nn1Cc1ccc(Cl)cc1	2
Cc1ccc(S(=O)(=O)NCc2ccccc2)cc1C(=O)N1CCN(S(=O)(=O)c2ccccc2F)CC1	0
COc1cc(/C=C/C(=O)O)cc(S(=O)(=O)Nc2cc(S(=O)(=O)N3CCCCC3)ccc2Cl)c1OC	-2
COc1ccc(C2=Nc3ccccc3N(C(=O)c3cnccn3)C2C(=O)NC2CCCC2)cc1 (stereo not given)	18
Cc1ccc(C)c(CC(=O)N2CCCC(c3cc(C(=O)NCc4cccnc4)no3)C2)c1 (stereo not given)	0
Cc1cn([C@H]2C[C@H](O)[C@@H](CCC(=O)NCc3ccco3)O2)c(=O)[nH]c1=O	-1
CCN(CC(=O)Nc1cccc(OC)c1)C(=O)C1CC(=O)N(Cc2ccccc2Cl)C1 (stereo not given)	0
C[C@@H]1CN([C@@H](C)CO)C(=O)CCCn2nncc2CO[C@@H]1CN(C)S(=O)(=O)c1ccc(C#N)cc1	0

14 successive entries already listed, quoted:
SMILES	SENP1 FRET inh
COC(=O)C(Cc1c[nH]c2ccccc12)NC(=O)CCNC(=O)c1ccco1 (stereo not given)	2
O=C(c1ccc2c(c1)OCO2)N(Cc1cccs1)C1(C(=O)NC2CCCCC2)CCCCC1	2
C[C@@H]1Cn2cnc(C(=O)Nc3ccc(CNC(=O)OC(C)(C)C)cc3)c2C(=O)N1	2
C[C@@H](NC(=O)[C@@H]1CCCN1C(=O)[C@@H]1CCCN1C(=O)c1ccc(Cl)cc1)c1ccccc1	1
Brc1ccc2nc(-c3ccco3)c(CC3CCCCC3)n2c1	-13
CCc1nc2ccc(C(=O)Nc3ccc(OC)c(OC)c3)cn2c1N(C)CCC(C)C	-2
O=c1ccc(-c2ccccc2)nn1Cc1ccc(Cl)cc1	2
Cc1ccc(S(=O)(=O)NCc2ccccc2)cc1C(=O)N1CCN(S(=O)(=O)c2ccccc2F)CC1	0
COc1cc(/C=C/C(=O)O)cc(S(=O)(=O)Nc2cc(S(=O)(=O)N3CCCCC3)ccc2Cl)c1OC	-2
COc1ccc(C2=Nc3ccccc3N(C(=O)c3cnccn3)C2C(=O)NC2CCCC2)cc1 (stereo not given)	18
Cc1ccc(C)c(CC(=O)N2CCCC(c3cc(C(=O)NCc4cccnc4)no3)C2)c1 (stereo not given)	0
Cc1cn([C@H]2C[C@H](O)[C@@H](CCC(=O)NCc3ccco3)O2)c(=O)[nH]c1=O	-1
CCN(CC(=O)Nc1cccc(OC)c1)C(=O)C1CC(=O)N(Cc2ccccc2Cl)C1 (stereo not given)	0
C[C@@H]1CN([C@@H](C)CO)C(=O)CCCn2nncc2CO[C@@H]1CN(C)S(=O)(=O)c1ccc(C#N)cc1	0

Next part:
SMILES	SENP1 FRET inh
S=C(Nc1ccccc1)Nc1ccccc1-n1cccc1	-15
CS(=O)(=O)Nc1cccc(NC(=O)C2Cc3c(-c4cccc(F)c4)ccnc3O2)c1 (stereo not given)	1
Cc1cccc(C(C)C)c1NC(=O)COC(=O)CCC(=O)N(CC(C)C)c1c(N)n(CC(C)C)c(=O)[nH]c1=O	0
C=CCn1c(SCC(=O)Nc2ccc(O)cc2)nc2sc(C)c(C)c2c1=O	3
O=C(O)C1=C(C2CCCCC2)C(=O)c2ccccc21	1
N#CCc1c[nH]c2ccc([N+](=O)[O-])cc12	1
CN(C)CC1CCC/C(=C/c2ccc(Cl)cc2)C1=O (stereo not given)	0
CCCN1CCN(CC(O)COC(c2ccc(OC)cc2)c2ccc(OC)cc2)CC1 (stereo not given)	5
CCOC(=O)N(C)c1c(CC)nc2c(OCc3ccc(F)c(F)c3)cccn12	-2
O[C@H]1CN(Cc2cccs2)[C@@H](c2ccccc2)C[C@@H]1n1cc(-c2ccc(F)cc2)nn1	-3
O=c1ccn([C@@H]2O[C@H](CNCc3cccn3-c3ccncc3)[C@@H](O)[C@H]2O)c(=O)[nH]1	-1
